APE1 inh = blocks human APE1 abasic DNA cleavage | Potency, µM (titrated, usually from 65.8 µM), inactives show at the top dose activity change, negative = inhibition, actives largely listed as inhibitors | recombinant APE1, TAMRA/BHQ-2 abasic DNA cleavage fluorescence | AID 2517 | actives 0.35% (n = 350,000);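 further: potency means the concentration at half of the fitted maximal effect; plate controls were vehicle for no effect and reference inhibitor for full effect; nearly all actives have a fitted effect of over 55% in size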
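Measures dequenching upon AP-site incision of a 5'-TAMRA/3'-BHQ-2 THF-containing duplex, 50 nM; human APE1 0.75 nM after 15 min room-temperature exposure to compound; kinetic three-point read at one-minute spacing.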
POLB inh = DNA polymerase beta (human) inhibition; P06746; Pol beta primer extension/strand displacement, fluorescence kinetic; Potency, µM (top dose mostly 114 µM), for the others: at the highest dose activity change, negative = inhibition, usual class: inhibitors; actives 1.3% (n = 340,000); further: potency means the concentration at half of the fitted maximal effect; on the % scale 0 is the no-effect control and ±100 the full control effect
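Homogeneous kinetic assay of primer extension and strand displacement by 10 nM Pol beta, preincubated 15 min at room temperature with compound before 50 nM substrate (final) was added. Read at 0 and 10 min; four-parameter Hill fit.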
RGS4 inhibitor = inhibitors of human regulator of G protein signaling 4 | P49798 | Transcreener GDP fluorescence polarization, RGS4-accelerated GTP hydrolysis | Potency, µM (highest dose often 114 µM), without a hit: at the highest dose activity change, negative = inhibition, actives largely listed as inhibitors | actives 0.039% (n = 390,000) | AID 504845; further: potency means the concentration at half of the fitted maximal effect; on the % scale 0 is the no-effect control and ±100 the full control effect; nearly all actives have a fitted effect of over 75% in size; some results filed as inactive show a strong effect at the top dose
Target sequence (P49798 whole entry, looked up): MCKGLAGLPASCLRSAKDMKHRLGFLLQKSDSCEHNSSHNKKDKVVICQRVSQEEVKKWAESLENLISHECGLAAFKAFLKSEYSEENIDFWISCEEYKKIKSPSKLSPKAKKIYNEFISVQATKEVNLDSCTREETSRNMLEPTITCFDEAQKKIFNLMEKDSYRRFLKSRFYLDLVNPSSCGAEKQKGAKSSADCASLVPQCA
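MLSMR compounds (23 nl, pin-transferred) preincubated 10 min at room temperature with a 500nM (2x) first reagent, then RGS4 at 900nM (2x) plus Transcreener GDP mix added; fluorescence polarization (620/688 nm) read before and after 90 min at 30 °C.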
Pol eta inh = DNA polymerase eta (human) inhibition. Q9Y253. recombinant Pol eta, fluorescent DNA replication assay. Potency, µM (top dose mostly 114 µM), for the others: at the top dose activity change, negative = inhibition, actives largely listed as inhibitors. actives 1.2% (n = 390,000); further: potency means the concentration at half of the fitted maximal effect; on the % scale 0 is the no-effect control and ±100 the full control effect
Target sequence (Q9Y253 whole entry, looked up): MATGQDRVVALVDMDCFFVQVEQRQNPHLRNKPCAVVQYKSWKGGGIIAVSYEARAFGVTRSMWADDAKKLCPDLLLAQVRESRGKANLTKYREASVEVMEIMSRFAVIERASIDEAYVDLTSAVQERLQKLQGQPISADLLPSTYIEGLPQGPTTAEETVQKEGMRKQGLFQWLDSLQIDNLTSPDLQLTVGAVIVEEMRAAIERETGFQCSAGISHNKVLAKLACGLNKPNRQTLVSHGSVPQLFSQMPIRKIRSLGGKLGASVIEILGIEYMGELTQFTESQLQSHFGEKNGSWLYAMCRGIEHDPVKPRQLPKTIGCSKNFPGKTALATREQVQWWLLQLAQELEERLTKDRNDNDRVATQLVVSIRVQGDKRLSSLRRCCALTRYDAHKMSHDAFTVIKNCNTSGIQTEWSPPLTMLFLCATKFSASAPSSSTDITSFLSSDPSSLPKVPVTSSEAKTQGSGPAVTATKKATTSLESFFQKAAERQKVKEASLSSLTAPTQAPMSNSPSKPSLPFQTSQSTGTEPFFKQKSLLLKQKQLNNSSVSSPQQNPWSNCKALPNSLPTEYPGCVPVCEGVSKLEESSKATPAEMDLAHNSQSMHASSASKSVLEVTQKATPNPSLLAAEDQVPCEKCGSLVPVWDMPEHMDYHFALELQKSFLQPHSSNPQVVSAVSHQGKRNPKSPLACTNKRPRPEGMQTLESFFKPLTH
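Fluorescent replication assay: 50 nM final substrate added after a 15 min room-temperature compound preincubation with 10 nM enzyme. Signal taken at 0 min and again at 10 min.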
LDHA inh = inhibitors of human lactate dehydrogenase A; actives 0.15% (n = 480,000); activity change, % (values are at about 110 or 230 µM); AID 1347041; P00338; purified LDHA, NADH/diaphorase-resazurin fluorescence; hits give low values; in the data active means activity change below about -30%; inconclusive means mostly about -25% to -30%;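 further: plate controls were DMSO wells for no effect and wells without enzyme for full effect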
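Human LDH5 at 2 nM final in Tris HCl pH 7.4 with 0.06 mM NADH and 0.2 mM pyruvate, reacted 5 minutes at room temperature. Remaining NADH coupled via diaphorase/resazurin; resorufin fluorescence read at 0 and 20 minutes, normalized to enzyme-free and DMSO wells.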
Anesthetic bind = binds horse apoferritin like a general anesthetic; apoferritin/1-aminoanthracene competitive binding, fluorescence; Potency, µM (titrated, usually from 77.5 µM), inactives show at the highest dose activity change, negative = displacement, actives largely listed as inhibitors; actives 0.074% (n = 350,000); further: potency means the concentration at half of the fitted maximal effect; on the % scale 0 is the no-effect control and ±100 the full control effect; nearly all actives have a fitted effect of over 20% in size
Target sequence (P02791 2-175 limits assumed): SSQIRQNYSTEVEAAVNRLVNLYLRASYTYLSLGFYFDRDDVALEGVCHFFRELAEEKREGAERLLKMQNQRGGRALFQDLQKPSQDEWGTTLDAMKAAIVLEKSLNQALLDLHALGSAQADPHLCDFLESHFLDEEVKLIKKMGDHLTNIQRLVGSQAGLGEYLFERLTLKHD
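Horse-spleen apoferritin (10 uM) in 50% saturated 1-aminoanthracene in PBS was incubated 10 min at room temperature with compound. Fluorescence (ex 380, em 535 nm) was normalized to free and bound 1-AMA, with concentration-response fitted by a four-parameter Hill equation.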
ERG Ets-DNA blk = blocks human ERG Ets domain binding to DNA | fluorescence polarization, His-ERG Ets domain / labelled DNA | Potency, µM (titrated, usually from 76.9 µM), for inactives: at the top dose FP activity, negative = inhibition, actives largely listed as inhibitors | actives 0.028% (n = 370,000); active means well fitted inhibition curve with a large enough effect in the polarisation, with a control signal flat; inconclusive means small, poorly fitted or top-dose-only effect, or effect the other way, or a change in a side signal; inactive means no such curve, though single readings can be large or run the other way; the % refers to the polarisation;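 further: polarization taken with two DNA probes labelled with fluorescein and Texas red; potency means the concentration at half of the fitted maximal effect; % of control where 0% means no effect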
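His-tagged ERG Ets domain (1 uM in the protein solution; 300mM KCl, 50mM Tris-HCl, 1mM EDTA, 1mM DTT, pH 7.5) received compound, then a probe mix of 5 nM fluorescein-DNA and 100nM Texas-615-DNA. Fluorescence polarization was read for both dyes.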
POLK inh = DNA polymerase kappa (human) inhibition; actives 0.53% (n = 400,000); Potency, µM (top dose mostly 107 µM), without a hit: at the highest dose activity, negative = inhibition, most hits filed as inhibitors; Q9UBT6; purified Pol kappa, fluorescent DNA synthesis assay, 10 min; further: potency means the concentration at half of the fitted maximal effect; on the % scale 0 is the no-effect control and ±100 the full control effect
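First, compounds were pin-transferred onto 10 nM Pol kappa. After 15 min at room temperature, substrate was added to 50 nM final. Fluorescence was then measured kinetically at 0 and 10 min.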
12-LOX inh = inhibitors of human 12S-lipoxygenase ALOX12 | P18054 | purified 12hLO, xylenol orange hydroperoxide absorbance | Potency, µM (titrated, usually from 108 µM), for the others: top-dose activity change, negative = inhibition, actives largely listed as inhibitors | actives 1.1% (n = 580,000) | AID 1671190; further: potency means the concentration at half of the fitted maximal effect; on the % scale 0 is the no-effect control and ±100 the full control effect
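Hydroperoxide product was detected by ferrous iron/xylenol orange as the 573 to 405 nm absorbance ratio. Arachidonic acid at 40 uM (final) was turned over for 30 min at room temperature by 150 nM human 12hLO, pH 7.0 Hepes buffer, after 15 min compound preincubation.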
* hit, by the source's call; ? = inconclusive; . = no result given; & = joins results of further samples; [ ] = remark or other dose. Unless noted, the call rests on the fitted dose curve; in most records, active means well fitted curve in the direction sought with a large enough effect; inconclusive means small, poorly fitted or top-dose-only effect, or another doubt; inactive means no such curve, though single readings can be large; an effect the other way counts as inactive or inconclusive. These rows are one share of the data; count on the stated rates, not on these rows.

canonical_smiles	APE1 inh	POLB inh	RGS4 inhibitor	Pol eta inh	LDHA inh	Anesthetic bind	ERG Ets-DNA blk	POLK inh	12-LOX inh
CCOc1cc(C(=O)N/N=C/c2ccoc2)cc(OCC)c1OCC	-12%	34%	2%	-24%	-16	-23%	1%	-3%	0%
CN(CC(=O)Nc1ccc(F)cc1)C(=O)COC(=O)C1=COCCO1	21%	.	2%	-10%	1	.	-2%	-20%	-4%
N#Cc1ccc(NC(=O)CSc2nc3[nH]c(=O)cc(O)c3s2)cc1	?	.	-23%	?	2	.	1%	?	180%[activator]
O=C(Nc1cccc(Cl)c1)OC1CCCCc2cccnc21 (centres undefined)	1%	5%	1%	-7%	-1	?	9%	-9%	8%
COc1ccc(CC(NC(C)=O)C(=O)NC2CCN(C(=O)Nc3ccccc3Cl)CC2)cc1OC (centres undefined)	4%	-1%	-15%	9%	-7	-2%	3%	-4%	0%
C(=N\n1cnnc1)/c1cccc(OCCOc2ccccc2)c1	-7%	?	2%	-6%	-3	-14%	6%	-7%	-23%
COc1cccc(C(=O)NC(=S)Nc2cccnc2)c1	2%	1%	-12%	-15%	-13	-4%	1%	-9%	-30%
CCOC(=O)c1cnc2c(C)c(Cl)ccc2c1NCCc1ccccc1	.	-2%	6%	-11%	1	45%[activator]	1%	-19%	-21%
COc1ccccc1CNC(=O)C1CCCN(C(=O)c2cnn(-c3ccc(F)cc3)c2-n2cccc2)C1 (centres undefined)	.	2%	8%	-18%	1	-7%	-2%	-4%	0%
Cc1cc(OCC(=O)Nn2cnnc2)c(C)cc1Br	1%	-5%	24%	-56%	-10	1%	5%	?	8%
CCn1c(O)c(N=NC(=O)c2cccnc2)c2cc(Br)ccc21	5%	1%	13%	-13%	-2	-11%	2%	-6%	0%
Cc1ccc(-c2c(C)n3c4c(=O)n(C)c(=O)n(C)c4nc3n2CCO)cc1	.	-30%	-19%	-10%	5	-7%	-3%	3%[60.1 µM]	-13%
Cc1ccc(OCCNC(=O)c2ccc3c(c2)OCO3)cc1	10%	10%	0%	-7%	-6	-13%	11%	-12%	16%
COc1nc(NC(C)C)nc(N(C#N)CN2C(=O)c3ccccc3S2(=O)=O)n1	-10%	0%	-39%	-5%	-7	3%	-7%	-5%	12%
COc1ccc(OC)c(CNS(=O)(=O)c2cn(C)cn2)c1	-1%	2%	-10%	4%	-4	-2%	-10%	-10%	-2%
O=C(CN1C(=O)c2ccccc2S1(=O)=O)NCc1ccccn1	-1%	0%	37%	-14%	0	1%	-6%	-6%	0%
Cc1ccc(CNC(=O)CSC2=Nc3ccccc3N=C(c3ccc(F)cc3)C2)cc1	.	-5%	-8%	-12%	-2	-1%	0%	-9%[60.1 µM]	-20%
C=CCN(C(=O)CN1CCOCC1)c1nc(C)c(-c2ccccc2)s1	3%	-1%	-2%	-11%	0	-2%	-10%	0%	-92%
COc1ccc(C2=NN(c3ccccc3)C(c3cccs3)C2)cc1 (centres undefined)	1%	1%	22%	-3%	-4	-3%	-8%	-13%	?
NC(=O)C1(c2ccccc2)CCOCC1	4%	-17%	16%	-18%	-6	2%	6%	-9%	0%
CC(=O)c1ccc(N2CCN(c3ncnc4c3cnn4C)CC2)cc1	.	-9%	3%	-9%	-8	-13%	-2%	-14%[60.1 µM]	-28%
O=[N+]([O-])c1ccc(N2CCN(C(=S)NCc3ccc(Cl)cc3)CC2)cc1	?	21%	0%	-5%	-9	-8%	8%	-3%	-20%
C[N+]1(CCCCSc2ccc(O)cc2)CCCCC1	19%	31%	-12%	-12%	-1	-2%	-2%	-2%	?
O=S(=O)(N(Cc1ccccc1)[C@@H](CO)Cc1ccccc1)N(Cc1ccccc1)[C@@H](CO)Cc1ccccc1	-2%	.	11%	-16%	1	.	14%	1%&-4%	-9%
O=C(c1cc2cc(Br)ccc2o1)N1CCCCC1	-4%	2%	-4%	-22%	-5	?	-1%	6%	-11%
Cc1ccc(OC/C(=N\O)C(C)(C)C)c([N+](=O)[O-])c1	-3%	7%	16%	-4%	4	?	23%	-12%	?
O=C(CSc1cnc2ccccc2n1)NC1CCCC1	1%	1%	-23%	-16%	-2	-4%	0%	-8%	-26%
O=C1N=C(N2CCCCC2)S/C1=C\c1ccccc1F	24%	24%	-15%	1%	-4	-12%	-3%	-7%	3%
CCCC1OC2CC3C4CCC5=CC(=O)C=CC5(C)C4C(O)CC3(C)C2(C(=O)O)O1 (centres undefined)	8%	100%	9%	-10%	-1	-10%	-5%	0%	-21%
Cc1oc2cc(O)ccc2c(=O)c1-c1ccccc1	-6%	3%	-8%	1%	-4	4%	11%	1%	-10%
O=C(O)CC(=O)Nc1cc(Cl)ccc1O	1%	?	2%	-4%	-1	-6%	.	-6%	2%
O=C(Nc1cc(C(F)(F)F)ccc1N1CCCC1)C1CCCO1 (centres undefined)	16%	.	7%	-11%	2	.	1%	2%	6%
Cc1cc(C)cc(NC(=O)CSc2nnc(-c3ccccc3)n2N)c1	-2%	3%	4%	-7%	-15	?	-2%	-8%	-3%
COC(=O)c1cn(NC(=O)Cc2cccc(OC)c2)c(=O)c2ccccc12	0%	20%	-4%	-12%	0	-12%	6%	5%	8%
CC1(C)Cc2c(C#N)c(NCC3CCCO3)nc(-c3ccco3)c2CO1 (centres undefined)	1%	-6%	-19%	-4%	4	-4%	-2%	-7%	-4%
CCOc1cc(NC(=S)NCC2CCCO2)c(OCC)cc1NC(=O)c1cccc(C)c1 (centres undefined)	-5%	18%	-21%	-15%	14	97%[activator]	7%	-5%	?
Cc1ccsc1/C=N/n1c(-c2cccnc2)n[nH]c1=S	2%	-10%	-32%	2%	-8	-10%	7%	-12%	?
COc1ccc(C(=O)NCC(=O)OCC(=O)N2CC(C)CC(C)C2)cc1 (centres undefined)	10%	21%	-43%	-13%	-7	?	0%	-4%	0%[57.4 µM]
Cc1cc(C(=O)N(C2CCCCC2)C2CCCCC2)no1	-1%	22%	6%	-5%	0	-14%	-4%	-17%	23%
Cc1nc(C(=O)NC2CCCCC2)sc1C1(C)CC(c2cccc([N+](=O)[O-])c2)=NO1 (centres undefined)	-1%	4%	-8%	-18%	-3	-17%	-4%	-16%	13%
O=C(NCc1ccco1)C1CCC(N2C(=O)C3C4CCC(C4)C3C2=O)CC1 (centres undefined)	13%	8%	-9%	-14%	-2	-22%	12%	6%	-12%
O=C(CNC(=O)c1cccnc1)N=Nc1c(O)[nH]c2c(Br)cc(Br)cc12	7%	-1%	-15%	-15%	0	-9%	-9%	10%	15%
Cc1ccc(-c2nnc(N3CC(C)OC(C)C3)c3ccccc23)cc1 (centres undefined)	-1%	-4%	-4%	-3%	-11	-16%	0%	-3%	2%
NC(=O)CC(NC(=O)c1ccccc1)c1ccc(NCc2ccccc2)c([N+](=O)[O-])c1 (centres undefined)	-3%	9%	-7%	-7%	-3	?	-19%	2%	-11%
CC(C)CC1NC(=O)N(CC(=O)Nc2ccc3c(c2)CCC3)C1=O (centres undefined)	-2%	35%	6%	-4%	-3	?	-3%	3%	-13%
O=C(CCS(=O)(=O)c1ccc(Br)s1)NC1CCCC1	4%	0%	22%	6%	-10	-8%	0%	-14%	0%
Cc1ccc([N+](=O)[O-])cc1N=Nc1c(C)[nH]n(C(N)=S)c1=O	-7%	8%	-20%	-15%	-2	1%	5%	8%	-2%
Cc1cccc(C)c1Nc1nnc(SCC(=O)NC2CCS(=O)(=O)C2)s1 (centres undefined)	6%	34%	6%	-22%	1	-2%	4%	-9%	0%
Cc1ccsc1C1C2=C(CC(C)(C)CC2=O)Nc2ncnn21 (centres undefined)	-4%	-13%	-23%	0%	-2	-18%	28%	-3%	-2%
CCCS(=O)(=O)c1nc(S(=O)(=O)c2ccc(C)cc2)c(NCCCN2CCCC2=O)s1	17%	22%	15%[11.4 µM]	-6%	-3	3%	-4%	-16%	-17%
CCN(CC)C(=O)Cn1cc(S(=O)(=O)CC(=O)NCc2ccccc2)c2ccccc21	37%	6%	-23%	-20%	-4	-8%	4%	-3%	8%
CCc1ccccc1NC(=S)N(CCOC)C(C)c1ccco1 (centres undefined)	0%	6%	-1%	-5%	-5	-9%	1%	0%	8%
Cc1ccc(S(=O)(=O)NN2C(=O)c3ccccc3NC2c2ccccc2)cc1 (centres undefined)	1%	-25%	1%	-19%	-9	4%	3%	-4%	-12%
O=C(CSc1ccc2nnc(-c3ccc(F)cc3)n2n1)NCC1CCCO1 (centres undefined)	3%	6%	-7%	-4%	-5	-12%	-1%	-16%	.

Three structures already listed, ordered by molar mass, descending.
canonical_smiles	APE1 inh	POLB inh	RGS4 inhibitor	Pol eta inh	LDHA inh	Anesthetic bind	ERG Ets-DNA blk	POLK inh	12-LOX inh
O=C(NCc1ccco1)C1CCC(N2C(=O)C3C4CCC(C4)C3C2=O)CC1 (centres undefined)	13%	8%	-9%	-14%	-2	-22%	12%	6%	-12%
CCc1ccccc1NC(=S)N(CCOC)C(C)c1ccco1 (centres undefined)	0%	6%	-1%	-5%	-5	-9%	1%	0%	8%
Cc1ccsc1/C=N/n1c(-c2cccnc2)n[nH]c1=S	2%	-10%	-32%	2%	-8	-10%	7%	-12%	?
